MITF TRPM1 HTS: increases MITF-driven TRPM1 promoter luciferase signal | SK-MEL-5 TRPM1-promoter luciferase, 24 h; % of positive control, neutral wells = 0 | activation, % at 12.5 µM | 300,000 compounds, 0.75% hits | AID 588334;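 active = mean activation of at least 80% with every replicate also reaching 80%; inconclusive = mean reaches 80% but some replicate falls short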;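 also: 0% = neutral control wells and 100% = parthenolide positive control wells; values of inactives mirror those of a sister screen read the other way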
CAL PDZ FP-1: CAL PDZ (human) peptide binding inhibition | purified CAL PDZ, TMR-peptide fluorescence polarization, 1 h | inhibition, % at 24.9 µM | 300,000 compounds, 0.92% hits | AID 602252;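 active = mean inhibition of at least 30% with at least half of replicates also reaching 30%; inconclusive = no clear call, values can overlap the other calls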;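 also: 0% = DMSO neutral control and 100% = excess unlabeled competitor peptide PRC23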
SR-BI DiI inh: inhibitors of mouse SR-BI mediated HDL lipid uptake; Q61009; ldlA[mSR-BI] CHO cells, DiI-HDL uptake fluorescence, 3 h; inhibition, % at 12.5 µM; 320,000 compounds, 0.96% hits; AID 488896;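 active = mean replicate inhibition of at least 70% and a set share of replicates each scoring 70 or more; inconclusive = meets just one of the two criteria; inactive = fails both criteria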;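 also: 0% = median of neutral control wells and 100% = median of positive control wells; values of inactives mirror those of a sister screen read the other way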
Target sequence (Q61009 whole entry, looked up): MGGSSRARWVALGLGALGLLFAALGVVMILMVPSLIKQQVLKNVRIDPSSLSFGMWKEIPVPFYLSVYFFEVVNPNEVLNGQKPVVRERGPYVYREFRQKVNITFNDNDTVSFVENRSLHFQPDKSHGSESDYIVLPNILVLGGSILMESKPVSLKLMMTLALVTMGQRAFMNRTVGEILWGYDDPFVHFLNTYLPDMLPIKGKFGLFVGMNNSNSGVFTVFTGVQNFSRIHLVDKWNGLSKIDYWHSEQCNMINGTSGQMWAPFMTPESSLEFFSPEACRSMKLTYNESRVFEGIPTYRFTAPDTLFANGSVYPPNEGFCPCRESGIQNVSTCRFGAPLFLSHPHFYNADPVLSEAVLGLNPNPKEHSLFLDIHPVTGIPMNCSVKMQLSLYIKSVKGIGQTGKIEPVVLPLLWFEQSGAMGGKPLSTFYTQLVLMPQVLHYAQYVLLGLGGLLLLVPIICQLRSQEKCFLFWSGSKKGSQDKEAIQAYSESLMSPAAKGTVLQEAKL
phage Ecoli inh: E. coli growth loss with phage present. growth absorbance. inhibition, % at 11.9 µM. 360,000 compounds, 0.26% hits; in the data active = inhibition above about 11%
Wnt act: Wnt/beta-catenin pathway activation | Wnt/beta-catenin reporter cell assay, activator, plate reader | activation, % at 9.35 µM | 300,000 compounds, 1.2% hits | AID 743398; in the data active = activation above about 30%, passing the limit was not always enough; inconclusive = no clear call, values can overlap the other calls;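 also: 0% = neutral control wells and 100% = positive control wells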
SR-BI DiI-HDL act: SR-BI HDL lipid transfer activation | 320,000 compounds, 0.096% hits | AID 504775 | CHO ldlA[mSR-BI] cells, DiI-HDL uptake fluorescence, 3 h; 100 = double the neutral-control signal | activation, % at 12.5 µM;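 active = mean replicate activation of at least 60% and every replicate at or above 60%; inconclusive = mean or all-replicate condition met, but not both; inactive = mean below 60% and not all replicates reaching 60%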;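 also: 0% = median plate neutral-control signal and 100% = twice that signal; values of inactives mirror those of a sister screen read the other way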
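Test system: SR-BI-overexpressing, LDLR-lacking CHO cells; Also added: labelled HDL, 10 µg/mL; Measured by: bottom-read cell fluorescence after medium removal, ex 550/em 595 nm; Timing: 3 h uptake period with compound, 37 °C; Buffer or medium: F12, 0.5% BSA, 25 mM HEPES; Doses: single compound concentration, delivered by pin transfer.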
CAL PDZ FP-2: human CAL PDZ-peptide interaction inhibition; inhibition, % at 20 µM; purified CAL PDZ, TMR-peptide fluorescence polarization, 1 h; 330,000 compounds, 0.02% hits; AID 504414;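 active = highest replicate inhibition of at least 40%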;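 also: plate controls were DMSO neutral control wells for no effect and unlabeled competitor peptide control wells for full effect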
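Material: tagged CAL PDZ domain; buffer or medium: 25 mM sodium phosphate pH 7.4, 150 mM NaCl, TCEP, IgG, Thesit; compound dosing: single point, 20 µM; schedule: 1 h incubation at room temperature before polarization reading; measured by: FP readout, S and P plane fluorescence; read-out basis: percent inhibition from loss of millipolarization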
AddAB inh: less growth of phage-infected E. coli with AddAB. 330,000 compounds, 0.29% hits. inhibition, % at 11.9 µM. E. coli expressing H. pylori AddAB, absorbance growth; in the data active = inhibition above about 12%;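 also: 0% = vehicle wells of infected cells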
E coli growth: bacterial growth inhibition, counter-screen for AddAB inhibitors. E. coli V3065 growth, OD600 absorbance, 18 h. AID 449728. 330,000 compounds, 0.27% hits. inhibition, % at 11.9 µM;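 active = inhibition above the campaign's mean inhibition across all tested compounds plus 3 SD, cut at about 9.9% in these data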;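 also: uninfected addAB+ strain grown without phage in ampicillin broth; 0% = DMSO wells and 100% = ciprofloxacin 0.95 µg/ml wells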
Tat export inh: E. coli Tat transport inhibition; E. coli MC4100 TorA-mCherry Tat export, fluorescence; 340,000 compounds, 0.036% hits; inhibition, % at 10 µM;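 active = mean replicate inhibition at least 50% and at least half of replicates individually reaching 50%; inconclusive = only one of the two criteria met; inactive = neither criterion met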;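 also: exported cargo escapes ClpAP degradation while cytoplasmic cargo is degraded and loses fluorescence; 0% = median of neutral control wells and 100% = median of NaSCN control wells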
* = called active by the depositor; ? = inconclusive; · = not tested or not shown.

SMILES	MITF TRPM1 HTS	CAL PDZ FP-1	SR-BI DiI inh	phage Ecoli inh	Wnt act	SR-BI DiI-HDL act	CAL PDZ FP-2	AddAB inh	E coli growth	Tat export inh
O=C(Nc1cc(Cl)ccn1)C1(c2ccccc2)CC1(Cl)Cl (centres undefined)	·	-0.3	7.6	4.5	1.4	-7.6	-6.3	2.4	2.2	11.2
Cc1ccc(CN2C(=O)CCC2C(=O)NCCc2ccccc2)cc1 (centres undefined)	-5.8	-4.5	·	-0.8	-0.4	·	-0.5	0.8	-4.6	6.3
CC(C)CC(c1nnnn1C1CCCC1)N1CCN(c2ccccc2F)CC1 (centres undefined)	-3.1	-3.8	17.4	0.8	-1.7	-17.4	-0.8	0.7	-0.2	-2.3
COc1ccccc1N1CCN(C(=O)C2CCN(C(=O)c3cccc(Cl)c3)CC2)CC1	-8.3	-0.7	69.2	-2.1	-0.3	-69.2	-1.6	0.2	-0.8	-2.2
CC1=C(C(=O)OCC(C)C)[C@]23C(=O)c4ccccc4[C@@]2(O1)OC(N)=C3C#N	-3.6	-7.0	-0.7	1.7	-4.7	0.7	-0.8	5.1	-0.6	5.5
O=C(COC(=O)c1cc(S(=O)(=O)N2CCOCC2)ccc1O)NCC1CCCO1 (centres undefined)	-4.7	-3.5	-5.9	2.3	·	5.9	0.0	3.5	1.1	4.8
CCCOc1ccc(N2C(=O)CC(N3CCC(O)(c4cccc(C(F)(F)F)c4)CC3)C2=O)cc1 (centres undefined)	2.2	2.9	26.7	1.1	-1.6	-26.7	-0.5	2.4	-0.1	0.6
COc1ccc(Br)cc1CN(C)CC(=O)NCCc1ccccc1	11.9	12.9	17.9	-0.5	0.2	-17.9	-1.1	0.5	-0.6	-1.8
O=C(CC1C[C@H](C(=O)N2CCOCC2)[C@@]2(CCC3CCCC3)c3[nH]c4ccccc4c3CCN2C1=O)NCCC1=CCCCC1 (some centres undefined)	-5.1	-6.7	-25.6	1.1	-0.8	25.6	-0.8	3.5	0.2	-2.0
CC1(C)CC(=O)C2=C(C1)N(c1cccnc1)C(N)=C(C#N)C2c1cccs1 (centres undefined)	-8.5	1.5	23.1	3.4	-1.8	-23.1	-0.3	0.9	0.5	-3.7
CCC(=O)c1ccc(OCC(=O)OCC(=O)NCc2cccs2)cc1	11.0	·	-29.1	3.3	-1.4	29.1	-1.1	-0.9	-1.0	8.2
Cc1onc(-c2ccccc2)c1C(=O)N1CCC(CO)(Cc2ccccc2)CC1	5.2	6.0	14.8	1.1	-0.8	-14.8	-0.9	1.7	0.2	-17.6
COc1ccc(C2CC(c3cccs3)=NN2C(=O)CSC2=NN3CCCC(=O)N=C3S2)cc1 (centres undefined)	-11.3	3.3	-4.8	3.0	2.5	4.8	-0.9	-3.0	-2.0	-20.0
COc1ccc2nc(NC(=O)CSc3nc(SC)ns3)sc2c1	1.9	-2.2	12.5	4.9	17.8	-12.5	-1.3	2.4	0.1	0.0
O=C(COC(=O)c1ccc(Cl)c(Cl)c1)NC1CCCC1	-3.6	-2.9	-18.7	1.9	1.9	18.7	0.0	-2.1	-1.1	-3.1
O=C(COc1ncnc2ccccc12)Nc1ccc(S(=O)(=O)N2CCOCC2)cc1	-1.3	-3.4	-6.1	2.2	22.7	6.1	-2.4	-1.4	-1.1	-5.2
C/C(=N\Nc1ccccn1)c1ccc(OC(F)F)cc1	13.0	3.0	-2.6	3.9	4.2	2.6	3.6	2.2	0.3	-4.9
CCc1ccc2[nH]c3nc(SCCN4CCOCC4)nnc3c2c1	·	-4.2	2.7	-0.2	0.9	-2.7	-0.6	2.2	-0.4	0.1
COc1ccc(CN(C)C(=O)c2cc(S(=O)(=O)N3CCCCCC3)ccc2OC)cc1OC	12.5	-3.7	1.2	0.9	-2.4	-1.2	-1.8	2.8	1.8	-0.8
COc1ccc(NC(=O)c2ccc3c(c2)NC(=O)CS3)cc1S(=O)(=O)Nc1ccc(Br)cc1	-4.1	-1.3	-11.7	2.6	·	11.7	-3.1	-0.1	-0.1	4.5
Cc1ccc(Cc2nnc3n(-c4cccc(C)c4)nc(C(=O)c4ccccc4)n3c2=O)cc1	·	-0.3	-12.5	-0.4	0.0	12.5	-0.6	0.2	-1.0	-3.0
COc1ccc(CNc2cccc(F)c2)cc1Br	6.1	-1.2	-6.7	1.5	·	6.7	-1.9	1.8	-1.2	-4.9
O=C(c1ccc(COc2ccc(Cl)cc2)o1)N1N=C(C(F)F)CC1(O)C(F)F (centres undefined)	1.8	-4.2	-13.5	4.4	0.3	13.5	-0.4	4.5	-1.2	13.8
CCOc1ccc(NC(=O)CC2C(=O)N(c3cccc(OC)c3)C(=O)N2CCOC)cc1 (centres undefined)	-9.6	59.0*	1.1	2.0	-2.9	-1.1	-2.3	3.9	3.4	-2.6
CC(=O)Nc1ccc(C(=O)OCC(=O)NCc2cccs2)cc1	8.6	4.9	-5.5	1.4	2.4	5.5	-1.4	2.6	1.1	7.9
Next results follow.
SMILES	MITF TRPM1 HTS	CAL PDZ FP-1	SR-BI DiI inh	phage Ecoli inh	Wnt act	SR-BI DiI-HDL act	CAL PDZ FP-2	AddAB inh	E coli growth	Tat export inh
CCOc1cc(/C=N/NC(=O)c2ccc(=O)n(C)c2)ccc1O	0.1	-5.0	2.8	1.3	-0.8	-2.8	-1.4	-0.3	1.3	-4.1
O=c1[nH]c(CN2CCN(S(=O)(=O)c3ccc4ccccc4c3)CC2)nc2ccccc12	-5.0	1.0	12.6	-1.0	-2.6	-12.6	0.2	1.5	-2.3	-10.2
CCN=C(Nc1ccc2c(c1)OCO2)SC1CC(=O)N(c2ccccc2F)C1=O (centres undefined)	7.8	-1.4	·	1.9	·	·	-0.9	2.2	1.3	-5.7
COCC(=O)N1CCCC(C(=O)c2ccc(-c3ccccc3)c(F)c2)C1 (centres undefined)	29.6	2.7	14.5	0.2	-1.8	-14.5	-0.1	0.6	0.3	-2.1
COc1ccc(S(=O)(=O)N(CCCN2CCCC2=O)Cc2cc3cc(C)c(C)cc3[nH]c2=O)cc1	-19.0	-5.1	-25.2	1.5	-1.3	25.2	·	·	·	6.7
OCCOCCNc1ncnc2c1c(-c1ccccc1)cn2-c1ccccc1	-7.9	-4.6	25.0	1.6	0.4	-25.0	-3.4	3.4	-2.6	-0.1
CCOC(=O)C1CCN(C(=O)c2cccc(S(=O)(=O)Nc3ccc(C)cc3C)c2)CC1	2.1	-2.8	34.6	2.2	-0.3	-34.6	-0.9	-1.2	0.5	4.8
N#Cc1ccc(C(=O)Nc2ccc(S(=O)(=O)NC3=NCCCCC3)cc2)cc1	0.3	-2.0	60.6	0.8	·	-60.7	-0.6	10.7	5.8	6.6
COc1cccc(NC(=O)CN(C)C(=O)c2cc(C)on2)c1	1.0	-1.4	-12.8	-0.1	-1.6	12.8	-1.5	-2.6	-0.7	0.8
CCOc1cc(/C=N/Nc2nc(N3CCCC3)nc(N3CCCC3)n2)ccc1O	·	-2.6	29.2	3.2	·	-29.2	-0.8	1.7	-0.1	-2.8
COc1cccc(NC(=O)CN(C)C(C)C(=O)NC(C)c2ccc(Cl)cc2Cl)c1 (centres undefined)	6.5	-1.6	6.5	1.1	2.9	-6.5	-1.8	·	·	3.0
C=CCN1C(=NC(=O)CC)SC2CS(=O)(=O)CC21 (centres undefined)	14.9	1.7	-18.0	4.1	-0.1	18.0	-0.4	2.8	-0.3	11.1
Cc1cc(C)n2nc(SC(C)C(=O)N(C)C3CCCCC3)nc2n1 (centres undefined)	1.8	-1.6	0.9	1.6	-3.5	-0.9	0.3	-1.3	-0.5	1.3
CN(C/C=C/C#CC(C)(C)C)Cc1cccc2ccccc12	2.0	0.1	-1.7	4.5	3.4	1.7	-0.2	-1.4	-1.4	7.0
CCOC(=O)c1cn2cccnc2n1	-0.6	-5.3	-17.5	0.6	-1.4	17.5	-0.1	1.8	-1.1	-7.0
CS(=O)(=O)N(CC(=O)NCc1ccc(Cl)cc1)C1CCCCC1	3.7	-2.7	-3.7	1.3	·	3.7	-1.5	-0.8	-2.7	8.2
COc1cc(/C=C2\SC(N)=NC2=O)ccc1OCC(=O)Nc1ccccc1C	12.8	-3.0	62.3	2.2	-2.7	-62.3	-1.9	0.8	1.2	-9.8
O=C(c1ccco1)N1CCN(c2nc3ccsc3c(=O)s2)CC1	43.4	·	13.6	3.6	4.7	-13.6	-0.9	1.3	-1.0	1.4
Cc1cc(NC(=O)C2C3C(=O)N(Cc4ccc(Cl)cc4)C(C(=O)NC(C)(C)C)C34C=CC2(C)O4)no1 (centres undefined)	-5.6	7.6	-10.1	-2.1	·	10.1	0.2	-3.3	-0.8	-8.0
O=C(NCCCn1ccnc1)C(=O)NCC1OCCN1S(=O)(=O)c1ccc2c(c1)OCCO2 (centres undefined)	2.2	-4.1	·	-1.4	0.9	·	-1.7	1.8	1.2	-4.7
COC(=O)CCn1c(C)cc(C(=O)COc2ccccc2C(N)=O)c1C	-8.2	1.4	2.8	1.8	-0.9	-2.8	-1.0	2.6	-1.7	2.5
C[C@@H]1CCC(=O)N(CC[C@H](Sc2ccccc2)c2ccccc2)CC1	-0.8	-0.8	-3.1	2.9	1.4	3.1	-1.5	4.8	0.7	4.5
O=C(COC(=O)c1cccnc1Cl)NC1CCCCCC1	-10.9	4.2	10.5	1.8	-2.6	-10.5	0.7	-1.6	-1.1	28.9
CSc1ccccc1NC(=O)CN(C)CC(=O)Nc1ccc(S(=O)(=O)N2CCCC2)cc1	-1.1	48.5*	-7.2	3.9	-4.3	7.2	0.5	-1.3	-0.2	?
CCc1ccc(C(C)NC(=O)C2CCCO2)cc1 (centres undefined)	·	-3.6	7.4	3.1	-1.7	-7.4	1.3	·	·	-3.9
CCOC(=O)c1cn(CC)c2ccc(S(=O)(=O)N3CC(C)CC(C)C3)cc2c1=O (centres undefined)	-13.3	-2.9	-20.1	0.5	-1.1	20.1	-0.5	-0.8	-1.0	-3.7
CCCc1ccc(OCc2ccccc2)c2c(=O)cc(C(=O)OCC)oc12	1.6	-7.9	18.3	1.3	-0.4	-18.3	0.2	4.3	2.2	4.2
CN(C)NC(=O)c1cccc(Cl)c1	·	·	·	4.0	-1.4	·	·	2.1	-1.3	·
Cc1ccc(NC(=O)Cn2c(C)csc2=O)cc1	47.9	2.3	-33.7	3.8	9.1	33.7	-2.1	·	·	1.2

Bioassay records from PubChem BioAssay.
